Hsp70 act = Hsp70 transcriptional activators, primary screen, cell-based, HeLa, Hsp70 promoter luciferase, luminescence, 10 µM | HeLa Hsp70 promoter luciferase reporter; scaled: vehicle 0, proteasome-inhibitor control 100% | 200,000 tested, 0.04% active | activation, % at 10 µM;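 active = activation above the mean across all tested compounds plus 3 SD, cutoff set per campaign, cut at about 5.5% in these data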;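 note: 100% = MG132 at 30 µM as the positive control and 0% = DMSO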
TNAP inh hi DEA = human TNAP enzyme inhibitors, primary screen, biochemical, luminescent, high phosphate acceptor level, uHTS; purified TNAP, CDP-star luminescence, 1 M DEA; AID 1135, 2008; 200,000 tested, 0.03% active; inhibition, % at 20 µM; Alkaline phosphatase, tissue-nonspecific isozyme (Homo sapiens), P05186;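 active = over 50% inhibition of tissue-nonspecific alkaline phosphatase at 20 µM in the single-dose screen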;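 note: plate controls were DMSO wells for no effect and EDTA-quenched wells as full inhibition for full effect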
Target sequence (P05186 whole entry, looked up): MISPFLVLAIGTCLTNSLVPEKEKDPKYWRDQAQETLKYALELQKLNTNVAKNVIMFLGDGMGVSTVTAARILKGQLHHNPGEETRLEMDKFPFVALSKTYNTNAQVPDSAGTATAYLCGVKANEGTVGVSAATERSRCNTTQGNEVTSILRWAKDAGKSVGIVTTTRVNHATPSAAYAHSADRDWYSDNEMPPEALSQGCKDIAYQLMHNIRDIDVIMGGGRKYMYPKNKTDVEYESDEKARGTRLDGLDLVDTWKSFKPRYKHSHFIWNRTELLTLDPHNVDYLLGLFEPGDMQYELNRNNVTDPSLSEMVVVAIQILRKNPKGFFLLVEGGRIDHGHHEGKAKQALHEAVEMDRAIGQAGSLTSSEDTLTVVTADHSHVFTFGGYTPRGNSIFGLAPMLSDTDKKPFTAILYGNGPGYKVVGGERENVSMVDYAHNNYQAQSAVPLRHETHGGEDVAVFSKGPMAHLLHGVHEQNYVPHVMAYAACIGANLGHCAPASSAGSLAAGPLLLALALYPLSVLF
Efa HMGR inh = inhibitors of E. faecalis class II HMGR, primary screen, biochemical, Enterococcus faecalis; 190,000 tested, 0.41% active; AID 1066, 2008; purified E. faecalis HMGR, NADPH absorbance 340 nm kinetic; inhibition, % at 10 µM; HMG-CoA reductase (Enterococcus faecalis, mvaE);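 active = inhibition above a set limit, the median over all tested compounds plus 3 SD, cut at about 9.5% in these data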;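 note: enzyme runs in reverse so mevalonate oxidation gives rising NADPH absorbance; 0% = complete reaction with DMSO and 100% = background rate lacking mevalonate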
L major viab = Leishmania major promastigote growth inhibition, primary screen; inhibition, % at 10 µM; 200,000 tested, 9% active; AID 1063, 2008; Leishmania major promastigotes, resazurin fluorescence viability; in the data active = inhibition above about 50%;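 note: promastigotes grown with compound for 44 hours at 28 °C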
Redox H2O2 prof = compounds producing H2O2 with reducing agent – biochemical, NIH compound library profiling, artefact control for MLSCN library redox annotation, primary screen. 200,000 tested, 0.03% active. activation, % at 10 µM. DTT-dependent redox cycling H2O2, phenol red/HRP absorbance; 100% = 100 µM peroxide control, 0% = buffer. AID 878, 2007;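 active = activation of at least 50% relative to the plate's high and low controls in the primary single-dose screen; inactive = activation below 50%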;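 note: compound incubated with DTT at 0.8 mM final as the reducing agent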
S1P3 antag = S1P3 receptor antagonists, primary screen, cell-based; CHO S1P3 NFAT-BLA reporter, FRET fluorescence, antagonist mode; AID 485, 2006; inhibition, % at 4.98 µM; Sphingosine 1-phosphate receptor 3 (Homo sapiens), Q99500; 170,000 tested, 0.27% active;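 active = inhibition above the plate cutoff, the mean inhibition of test wells on that plate plus 3 SD, cut at about 28% in these data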;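 note: cells challenged with S1P at its EC80 of 0.8 µM; blue over green emission ratio from cleaved BLA substrate after 4 h stimulation; 0% = S1P-stimulated wells and 100% = unstimulated DMSO-only wells; some compounds past the cut are filed as inactive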
Target sequence (Q99500 whole entry, looked up): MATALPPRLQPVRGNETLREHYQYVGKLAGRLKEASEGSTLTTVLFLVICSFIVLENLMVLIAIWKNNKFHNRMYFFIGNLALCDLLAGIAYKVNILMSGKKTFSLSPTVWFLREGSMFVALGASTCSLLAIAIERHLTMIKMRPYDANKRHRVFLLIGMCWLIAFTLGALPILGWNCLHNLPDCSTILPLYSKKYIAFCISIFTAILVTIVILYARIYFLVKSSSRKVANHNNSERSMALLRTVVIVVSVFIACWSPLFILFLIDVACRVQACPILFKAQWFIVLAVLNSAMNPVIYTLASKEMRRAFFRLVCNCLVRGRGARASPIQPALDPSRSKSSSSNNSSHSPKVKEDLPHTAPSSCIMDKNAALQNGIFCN
PMI activator = activators of human PMI, primary screen, biochemical, fluorescence intensity, near-Km mannose 6-phosphate | purified human PMI, coupled resazurin fluorescence, 20 min; stronger effect = higher value; 1 = vehicle control, 0 substrate-free wells | activation factor at 20 µM | 190,000 tested, 0.005% active;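 active = activation factor of 2 or more at 20 µM, relative to plate controls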
PMI act satM6P = human PMI activators, high substrate, primary screen, biochemical, fluorescence intensity, near-saturating mannose 6-phosphate | coupled PMI enzyme assay, resazurin fluorescence, 20 min; stronger effect = higher value; 1 = untreated enzyme, 0 = substrate-free blank | activation factor at 20 µM | 190,000 tested, 0.34% active;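 active = activation factor of 2 or more at 20 µM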
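Test system: Human PMI in coupled enzyme assay | Input: 15 ng/mL PMI | Medium: HEPES-buffered pH 7.4 with magnesium and detergent | Compound: One concentration, 20 µM, in 1% DMSO | Incubation: Enzyme reaction with compound 20 min at room temperature | Detection: Diaphorase-driven resazurin-to-resorufin fluorescence, excitation 544, emission 590 nm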
RAM network inh = inhibitors of the yeast RAM network, primary screen, dse1pr::URA3 reporter, 5-FOA selection; S. cerevisiae dse1pr::URA3 reporter, 5-FOA growth OD615, 2 d; analog-sensitive cbk1-as2 kinase mutant strain; inhibition, % at 50 µM; 190,000 tested, 1.8% active;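 active = inhibition above a set limit, 3 SD over mean compound inhibition, cut at about 8.4% in these data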;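 note: 0% = DMSO-only wells with no growth and 100% = 10 µM 1-NA-PP1 full growth; inhibition rescues growth on 5-FOA so higher OD means more RAM inhibition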
TNAP inh no acc = human TNAP enzyme inhibitors, primary screen, biochemical, luminescent, no phosphate acceptor, uHTS. AID 1012, 2008. Alkaline phosphatase, tissue-nonspecific isozyme (Homo sapiens), P05186. 200,000 tested, 0.26% active. purified TNAP, CDP-star luminescence, 30 min. inhibition, % at 20 µM;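 active = tissue-nonspecific alkaline phosphatase inhibition above about 50% at 20 µM in the single-dose screen, limit read from the data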;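 note: 0% = DMSO negative control and 100% = EDTA positive control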
An asterisk follows results filed as active; · = no result given. Compounds were not picked by outcome. About 12% of those tested had a hit in this group.

Each structure is followed by: RAM network inh	L major viab	PMI act satM6P	PMI activator	Efa HMGR inh	Redox H2O2 prof	Hsp70 act	S1P3 antag	TNAP inh no acc	TNAP inh hi DEA
O=C(CCC(=O)Nc1ccc(Oc2ccccc2)cc1)NCCO
→ -1.5	8	1	1.1	-2	11	-0.1	22	-8	-8
CN(C)CCSc1nnc(-c2ccccc2)o1
→ 0.9	-5	1	1	-7	-2.5	0.2	-7	-12	-3
Nc1nnc(SCc2cc3c(cc2Cl)OCO3)s1
→ -0.4	-2	0.9	0.9	5	1.2	0.1	13	-11	-2
O=C(COC(=O)CNS(=O)(=O)c1ccc2ccccc2c1)Nc1ccc2c(c1)OCO2
→ 1.4	-9	1	0.9	-5	-0.1	-0.2	6	-2	0
COC(CC(=O)NNC(=S)Nc1ccccc1)OC
→ 5.7	-3	1	1.1	1	0.0	-0.1	5	-106	-5
CCCn1c(SCC(=O)NC2CCCc3ccccc32)n[nH]c1=O (stereo unspecified)
→ 1.8	-9	0.9	1	4	7.6	-0.2	-5	-1	-2
CC(=O)NC(CC(=O)N(C)Cc1c(F)cccc1Cl)c1ccccc1 (stereo unspecified)
→ 1.4	4	1.1	1.1	0	-0.2	-0.2	-26	-6	-7
Cn1c(=O)[nH]c(=O)c2c1nc(NCCCn1ccnc1)n2Cc1cccc(Br)c1
→ 1.6	1	1.1	1	0	0.2	-0.4	-21	-36	-2
Cn1c(-c2ccccc2)cnc1SCC(=O)N1CCCCC1
→ 2.6	-4	0.9	0.9	-1	0.5	-0.5	·	-8	-1
O=C(NCCc1ccccc1)c1ccccc1NC(=O)C1CCCO1 (stereo unspecified)
→ 4.6	11	1	1	-4	0.1	-0.1	-23	-10	-4
CCOC(=O)CCCNC(=O)CN1C(=O)NC(CCc2ccccc2)C1=O (stereo unspecified)
→ 1.0	-2	0.9	1	0	1.5	-0.2	-23	-10	-4
O=C(NC1CC1)c1cccc(Nc2ccc(-c3ccc4c(c3)OCCO4)nn2)c1
→ -0.5	50*	0.9	0.8	-1	1.5	-0.1	17	-12	-2
O=C(NCCO)c1ccc2nc(-c3ccco3)c(-c3ccco3)nc2c1
→ 0.0	-3	1.7	1.4	4	-2.0	-0.1	·	3	4
CCCCN(Cc1ccco1)C(=O)Cn1ncc2c(=O)oc3ccc(C)cc3c21
→ 4.0	2	1	1	-4	-1.1	0.0	·	-6	-4
O=c1c2ccccc2nc2n1C(CSCc1cccc(C(F)(F)F)c1)CS2 (stereo unspecified)
→ 1.9	3	0.9	0.9	-2	-7.2	-0.5	·	-2	-3
Cc1nc(NC(=O)/C=C/c2ccccc2)sc1C(=O)NCCO
→ 1.9	3	0.9	1	-2	-1.8	-0.2	-9	-1	18
CCOC(=O)c1ccc(N=CC2=C(O)CC(C)(C)CC2=O)cc1
→ 1.7	1	0.9	1	-2	-0.1	0.1	3	-13	0
Cc1ccccc1NC(=O)c1ccc2snnc2c1
→ 1.0	-4	1	1	-4	-1.6	-0.1	-13	-2	-1
NC(=O)c1ccccc1NC(=O)CS(=O)(=O)Cc1ccccc1
→ 1.5	-7	1.1	1	-6	-2.6	0.0	19	-3	-6
C=CCn1c(SC)nc2sc3c(c2c1=O)CCc1ccccc1-3
→ 9.0*	54*	0.9	1.1	-3	0.1	-0.1	3	-9	3
CCOc1ccccc1NC(=O)CSc1nnc(-c2ccccn2)n1Cc1ccco1
→ 2.3	12	0.9	1	0	-0.1	-0.5	·	-3	-6
O=C1/C(=C/c2ccco2)CCc2ccccc21
→ 0.0	-5	0.4	0.6	-5	-0.2	-0.3	-19	-10	2
COc1ccccc1CNC(=O)c1cc(-c2cccnc2)nc2ccccc12
→ 2.4	0	1.1	1.1	-2	0.2	-0.3	7	-5	-7
CCOC(=O)c1cc2sc(C)cc2n1C(C)C(=O)OCC (stereo unspecified)
→ 1.6	5	0.9	0.9	1	2.4	-0.3	76*	-9	-2
CCC[N+](CC#Cc1ccccc1)(CCC)CC(=O)OC
→ 0.4	-6	1.1	1	1	-0.1	-0.3	14	-21	0
O=C(CSc1ncnc2c1oc1ccccc12)Nc1ccccc1F
→ 3.8	-6	1	1	-3	0.8	-0.1	6	-9	-3
COc1ccc(/C(O)=C2/C(=O)C(=O)N(CC3CCCO3)C2c2ccc(OC)c(OC)c2)cc1 (stereo unspecified)
→ 4.2	-4	0.9	1	4	-1.8	-0.3	·	1	-2
COc1cccc(N2C(=O)CC(N3CCc4ccccc43)C2=O)c1 (stereo unspecified)
→ 0.5	-6	0.8	0.8	-3	0.8	-0.1	·	-3	-3
COc1ccc(Nc2oc(-c3ccc(Cl)cc3)nc2C#N)cc1
→ 5.6	-1	0.9	0.9	0	-3.7	-0.2	·	-11	-5
COCCNC(=O)CSc1nnc(-c2ccccc2)c(-c2ccccc2)n1
→ -0.5	-3	0.9	0.9	-7	-1.9	-0.2	10	-5	-7
O=c1cc(O)c(-c2ccc(Cl)c(Cl)c2)c(Cl)[nH]1
→ 3.4	-5	1.2	1.3	-3	-0.6	-0.3	12	-16	-5
COCCCn1c(-c2ccco2)nc2ccccc2c1=O
→ 1.0	-1	1	1	-4	-0.7	0.4	0	-5	0
CCOC(=O)C1(Cc2ccccc2C(F)(F)F)CCN(Cc2ccc(COC)o2)CC1
→ 2.7	48	0.9	0.9	1	0.6	-0.1	-12	-10	-10
CCOC(=O)c1sc(NC(=O)CCCCCN2C(=O)c3cccc4cccc(c34)C2=O)nc1C
→ 2.2	0	1.1	1.1	-1	1.7	-0.1	·	-3	4
CC(=O)Nc1cccc2c1C(=O)NC2=O
→ 2.3	-3	0.9	0.8	2	3.0	0.0	-9	-2	1
O=C1C=C(c2ccccc2)C[C@H](c2cccs2)[C@H]1n1nnc([N+](=O)[O-])n1
→ 4.3	16	0.6	0.9	-6	0.0	-0.3	4	-16	0
COc1ccc(Oc2ncc(CN3CCN(c4ccccc4)CC3)s2)cc1
→ 0.1	-1	0.9	0.9	-1	0.0	0.2	·	-4	-8
Cc1cc2nc(-c3ccc(NC(=O)c4cccnc4)cc3)oc2cc1C
→ -0.8	-9	1	1	0	-0.4	-0.1	·	0	-7
O=C(OCc1nnc(-c2ccccc2)o1)c1ccc2c(c1)C(=O)N(CCc1ccccc1)C2=O
→ 4.1	1	1	1	-4	-0.3	-0.2	4	2	-3
O=C(NCc1cccnc1)C1CCN(S(=O)(=O)N2CCOCC2)CC1
→ 3.0	-4	1	0.9	3	1.8	-0.4	-34	-13	-4
O=C(O)c1ccc(N2C(=O)c3cccc4c(C(=O)O)ccc(c34)C2=O)cc1
→ 6.3	-1	1	1.2	-2	-0.5	-0.4	-11	-8	-6
C=C(C)CSc1nc2c(cc1C#N)CCC2
→ 0.7	-5	0.9	0.9	-3	-0.8	-0.3	·	-6	-5
CC1(C)C(=O)Nc2ccccc2N1C(=O)COc1cccnc1[N+](=O)[O-]
→ 1.3	7	1	1	2	-0.1	-0.1	0	-6	-3
COCCn1cnnc1SCC(=O)Nc1ccccc1C(=O)Nc1ccc2c(c1)OCO2
→ 0.1	-6	1.6	1.3	-4	1.4	0.4	-6	-5	3
CCOc1ccc(NC(=O)CC2C(=O)N(C)C(=S)N2CCCc2ccccc2)cc1 (stereo unspecified)
→ 6.3	78*	0.9	0.9	-8	-0.5	0.0	11	-6	-11
CS(=O)(=O)c1ccc2nc(NC(=O)Nc3ccc(Cl)c(Cl)c3)sc2c1
→ 1.3	1	1.1	1	-10	1.0	-0.2	4	-17	-4
C=CCn1c(SCC(=O)c2ccc(Cl)cc2)nnc1-c1ccc2c(c1)OCO2
→ 4.4	-2	1	1	-2	0.9	-0.4	8	0	-1
O=C(Nc1ccccc1-c1nc2ccccc2[nH]1)c1ccc(N2C(=O)CCC2=O)cc1
→ 4.3	-6	0.9	0.9	2	-0.7	0.2	6	-13	-6
O=C(CSc1nnc(-c2ccccc2F)n1C1CC1)Nc1ccc2[nH]c(=O)[nH]c2c1
→ 5.1	-3	0.8	0.9	-4	-0.3	0.0	-2	-9	-6
COCCn1c(Cc2cccn2C)nnc1SCC(=O)NCc1ccc2c(c1)OCO2
→ 0.2	3	1.1	1	-1	0.4	-0.3	-15	5	-3

Further records
Each structure is followed by: RAM network inh	L major viab	PMI act satM6P	PMI activator	Efa HMGR inh	Redox H2O2 prof	Hsp70 act	S1P3 antag	TNAP inh no acc	TNAP inh hi DEA
CC(C)CCN1CC(C(=O)NCc2ccccc2)CC1=O (stereo unspecified)
→ 0.5	-2	0.9	0.8	-8	2.2	0.0	13	-7	2
COC(=O)CSc1nnc(CNS(=O)(=O)c2ccc(C)cc2)n1C
→ 0.0	-3	1.2	1.1	3	2.9	-0.3	-10	5	-9
Cc1c(Cl)c(C(=O)NNC(=S)Nc2ccc(F)cc2)nn1C
→ 1.7	-4	1.1	1.1	-10	0.8	-0.1	4	-172	-6
CN1CCN(/N=C/c2ccc(C#N)cc2)CC1
→ -0.9	-9	1	1	-2	-2.6	0.1	-1	-6	-1
CC(C)(C)OC(=O)CN1C(=O)C(Sc2n[nH]c(-c3ccccc3)n2)CCc2ccccc21 (stereo unspecified)
→ 0.1	48	0.8	0.8	-2	8.2	-0.1	·	9	-4
CCOC(=O)C1CCN(c2c(Nc3ccc4c(c3)OCCO4)c(=O)c2=O)CC1
→ 1.3	-4	1	1	-1	-0.1	0.3	-23	-13	-2
CCCCC1(C)OC(=O)C(=Cc2c[nH]c3ccccc23)C(=O)O1 (stereo unspecified)
→ 1.5	4	1	1.2	-3	-1.0	-0.1	-6	11	2
CC1(C)CNC(=O)c2sc(NC(=O)CN3CCOCC3)nc2C1
→ 0.9	-4	1	1	1	0.5	0.4	-20	-8	-2
Cc1nc(NC(=O)COc2ccc(Cl)cc2)sc1C(=O)N(C)C
→ 0.7	-5	0.9	0.9	-1	0.2	-0.2	-11	-7	-6
CC1CC(C)CN(CCCNC(=O)CC2Oc3ccccc3NC2=O)C1 (stereo unspecified)
→ 2.5	-5	1	1	1	-1.6	-0.1	0	-12	-8
CCOc1cc(/C=N\NC(=O)CN2CCOCC2)ccc1OCc1ccc(F)cc1
→ -0.1	0	1	1	-1	0.0	-0.3	-16	-12	-1

Source: PubChem BioAssay
